RNase H inhibition: RNase H inhibition, HIV 1 Gag Pol polyprotein, FRET biochemical assay, screening (AID 372); HIV-1 RT RNase H, FRET RNA/DNA substrate fluorescence; higher % means a stronger effect; inhibition, % at 10 µM; hits with a dose series show IC50 in µM; 100,000 tested, 0.77% active; in the data active means inhibition above about 50%
* hit, by the source's call. Not all compounds are listed. The share of hits here may be higher or lower than overall.

SMILES	RNase H inhibition
CC(C)Oc1ccc(/C=C(/NC(=O)c2ccccc2)C(=O)NCCCO)cc1	8%
COc1cc(C=C2C(=O)N(C)C(=S)N(C)C2=O)ccc1OCc1ccc([N+](=O)[O-])cc1	4%
COc1ccc(-c2cc(C(F)(F)F)n3nc(C(=O)N4CCC(C)CC4)c(Cl)c3n2)cc1	11%
CCOC(=O)c1c(N2C(=O)CC(Sc3nc4ccccc4s3)C2=O)sc2c1CCCC2 (centres undefined)	3%
CC(C)(C)CC(=O)Nc1cccc(F)c1	9%
Cc1ccc(NC(=O)CSc2nc(C)cc(C)n2)cc1	6%
N#Cc1c(-c2c3ccccc3cc3ccccc23)[nH]c(=S)[nH]c1=O	22%
CC(C)N1CCc2c(sc3[nH]c(=S)n(-c4ccccc4)c(=O)c23)C1	5%
CC1CC(Nc2ccccc2)c2ccccc2N1C(=O)c1ccc(NS(C)(=O)=O)cc1 (centres undefined)	10%
CCN1C(=O)/C(=C2/Sc3ccc(OC)cc3N2C)OC1=S	0%
CCn1c(=S)[nH]c2c(c1=O)C1(CCCC1)Cc1ccccc1-2	2%
CCN1C(=O)/C(=C\c2cc(OC)ccc2OC)C(=O)NC1=S	0%
COCCOC(=O)C1=C(C)NC2=C(C(=O)CC(c3ccccc3)C2)C1c1ccc(OCc2ccccc2)c(OC)c1 (centres undefined)	14%
O=C(CCC1CCCCC1)NCCc1ccccc1	8%
COc1cccc(CN2CCN(Cc3cc(OC)c(OC)c(OC)c3)CC2)c1OC	0%
CCOc1ccccc1NC(=O)c1cccnc1	0%
CCC(=O)Nc1ccc2nc(SCC(=O)Nc3ccc(OC)cc3[N+](=O)[O-])sc2c1	5%
O=C(Nc1ncc(Cc2cc(Cl)ccc2Cl)s1)c1ccccc1Br	17%
CCOC(=O)C1CCN(S(=O)(=O)c2c(C)cc(C)cc2C)CC1	6%
NS(=O)(=O)c1ccc(NC(=O)CCCOc2ccc(Cl)cc2Cl)cc1	7%
CCOc1ccc(-c2cnc(=S)[nH]c2N)cc1	1%
COC(=O)c1c(NC(=O)C(F)(F)F)sc(/C(C)=C/C#N)c1C	0%
O=C(CN1C(=O)c2ccccc2C1=O)NCCNC(=O)CN1C(=O)c2ccccc2C1=O	10%
CC(=O)Cn1nnc([N+](=O)[O-])n1	4%
CCOc1ccc(/C=C(\NC(C)=O)C(=O)O)cc1	9%
COc1cc(OC)c(C=Nc2ccc(Cl)c(Cl)c2)cc1Br	7%
O=S(N1CCCCCC1)C12CC3CC(CC(C3)C1)C2 (centres undefined)	6%
Cc1cc(C)cc(NC(=O)c2ccco2)c1	9%
CC1CCc2c(sc(NC(=O)c3ccc(Cl)c(Cl)c3)c2C(N)=O)C1 (centres undefined)	14%
CCOC(Cn1c2ccc(Cl)cc2c2cc(Cl)ccc21)OCC	13%
CC1(C)CC(=O)C(C=NCC(N)=O)=C(O)C1	7%
O=C(CSc1nc(-c2ccccc2)cc(=O)[nH]1)Nc1ccccc1	7%
O=C(Nc1nc(-c2ccc3ccccc3c2)cs1)c1cc(Cl)ccc1Cl	10%
CC1=C(C(=O)OC2CCCCC2)C(c2ccccc2Br)NC(=O)N1 (centres undefined)	24%
O=C1c2ccccc2-c2onc3c(Cl)ccc1c23	0%
O=C1NC(c2ccccc2Cl)Nc2sc3c(c21)CCCC3 (centres undefined)	9%
N#CC1=C(N)OC2=C(C(=O)CCC2)C1c1ccc(F)c(F)c1 (centres undefined)	10%
COc1ccc(C(=O)Nc2cc(OC)cc3cccnc23)cc1	7%
Cc1cc(C)nc(SCC(=O)Nc2ccccc2C)n1	5%
COc1cccc(OC)c1C(=O)Nc1ccc(Cl)c(Cl)c1	16%
COc1ccc(C2=NN(c3nc(-c4ccc(-c5ccccc5)cc4)cs3)C(c3ccc(Cl)cc3Cl)C2)cc1F (centres undefined)	6%
O=C(Nc1ccc2oc(-c3ccc(Cl)cc3)nc2c1)c1ccccc1[N+](=O)[O-]	7%
Cc1ccc2nc(-c3ccc(Cl)cc3)cn2c1	5%
COC(=O)C1=C(C)N(Cc2ccco2)C(=O)C1	3%
COc1ccc(C)cc1NS(=O)(=O)c1ccc(Cl)cc1	13%
COc1cccc(CN2CCN(Cc3cc(OC)c(OC)c(OC)c3)CC2)c1	9%
CCN(CC)c1ccc(C=Nc2cccc(Cl)c2C)c(O)c1	15%
O=C(c1cc([N+](=O)[O-])ccc1Cl)N1CCN(c2cccc(Cl)c2)CC1	19%
O=[N+]([O-])c1cccc(-c2nc(-c3ccc(Br)cc3)c(-c3ccc(Br)cc3)[nH]2)c1	36%
C=CCn1c(=O)c(C(=O)Nc2ncccc2C)c(O)c2ccccc21	10%
O=C(O)CCCN1C(=O)/C(=C/c2cccc(F)c2)SC1=S	0%
Cc1cccc(C=Nc2ccc(Cl)c([N+](=O)[O-])c2)c1	5%
O=C(Nc1ccc2nn(-c3ccc(Cl)cc3)nc2c1)c1ccccc1I	16%
C=CCOC(=O)C1=C(C)NC2=C(C(=O)CC(C)(C)C2)C1c1cccc(Cl)c1Cl (centres undefined)	9%
O=c1n(Cc2ccc(Cl)cc2)c2cc([N+](=O)[O-])c([N+](=O)[O-])cc2n1Cc1ccc(Cl)cc1	13%
NC(=O)N=Nc1c(O)[nH]c2c(Br)cc(Br)cc12	10%
C/C(Nc1ccccc1)=C(/C#N)C(N)=O	0%
Cc1ccc(CN2CCN(c3ccccn3)CC2)cc1	5%
Cc1cnn(-c2cc(N/N=C/c3ccc(O)cc3)ncn2)c1	11%
CC1(C)CC(=O)C2=C(C1)OC(N)=C(C#N)C2c1cc(Br)cs1 (centres undefined)	9%

Filtered by structure, those above containing a CF3 group.
SMILES	RNase H inhibition
COc1ccc(-c2cc(C(F)(F)F)n3nc(C(=O)N4CCC(C)CC4)c(Cl)c3n2)cc1	11%
COC(=O)c1c(NC(=O)C(F)(F)F)sc(/C(C)=C/C#N)c1C	0%

Gathered by group: those above with four or more nitrogen atoms (eight)
SMILES	RNase H inhibition
COc1ccc(-c2cc(C(F)(F)F)n3nc(C(=O)N4CCC(C)CC4)c(Cl)c3n2)cc1	11%
CCC(=O)Nc1ccc2nc(SCC(=O)Nc3ccc(OC)cc3[N+](=O)[O-])sc2c1	5%
O=C(CN1C(=O)c2ccccc2C1=O)NCCNC(=O)CN1C(=O)c2ccccc2C1=O	10%
CC(=O)Cn1nnc([N+](=O)[O-])n1	4%
O=C(Nc1ccc2nn(-c3ccc(Cl)cc3)nc2c1)c1ccccc1I	16%
O=c1n(Cc2ccc(Cl)cc2)c2cc([N+](=O)[O-])c([N+](=O)[O-])cc2n1Cc1ccc(Cl)cc1	13%
NC(=O)N=Nc1c(O)[nH]c2c(Br)cc(Br)cc12	10%
Cc1cnn(-c2cc(N/N=C/c3ccc(O)cc3)ncn2)c1	11%

Next compounds.
SMILES	RNase H inhibition
CC1(C)CC(=O)C(Sc2ccc([N+](=O)[O-])cc2)=C(O)C1	0%
C=CCOc1c(I)cc(/C=C2\N=C(c3ccc([N+](=O)[O-])cc3Cl)OC2=O)cc1OC	6%
CNC(=O)c1c(NC(=O)c2ccccc2F)sc2c1CCCCC2	8%
CC1CCN(S(=O)(=O)c2ccc(Cl)c(Cl)c2)CC1	0%
O=C(NCc1ccco1)c1nn2c(C(F)(F)F)cc(-c3ccc(F)cc3)nc2c1Cl	0%
NC(=O)/C=C\C(=O)Nc1cccc(C(F)(F)F)c1	1%
COc1ccccc1NC(=O)COc1ccc(Cl)cc1	13%
O=[N+]([O-])c1ccc(O)c(C=NC(CO)(CO)CO)c1	5%
CCOC(=O)c1c(-n2c(C)cc(/C=C3\NC(=O)NC3=O)c2C)sc2c1CCCC2	26%
c1ccc(CCCN2CCN(Cc3ccc4c(c3)OCO4)CC2)cc1	27%
O=C(Nc1cccc(C(=O)Nc2cccc3ccccc23)c1)c1ccccc1	11%
COc1cccc(C=Nc2cc(NC(C)=O)c(Cl)cc2Cl)c1	10%
Cc1cc(I)ccc1NC(=O)c1cccc(Cl)c1	0%
COc1cc(-c2nc3sc4c(c3c(=O)[nH]2)CCCC4)cc([N+](=O)[O-])c1O	48%
COc1cc(NC(=O)c2ccc([N+](=O)[O-])cc2)c(OC)cc1NC(=O)c1ccc([N+](=O)[O-])cc1	7%
CCc1nc2ccccc2n1Cc1ccc(C(C)(C)C)cc1	14%
COCc1cc(C)nc2sc(C#N)c(N)c12	0%
COc1ccc(C2Nc3ccccc3NC3=C2C(=O)CC(C)(C)C3)cc1OC (centres undefined)	8%
Cc1ccc(NC(=O)O/N=C\c2ccccc2Cl)cc1	10%
CC1=C(C(=O)OC(C)C)C(c2cccc(Cl)c2)C2=C(CC(C)(C)CC2=O)N1 (centres undefined)	8%
COc1ccc(NC(=O)Cc2ccccc2[N+](=O)[O-])cc1	7%
CN1C(=O)C(=Cc2ccc(OCc3cccc(C(=O)O)c3)cc2)C(=O)N(C)C1=O	0%
NC(N)=NS(=O)(=O)c1ccc(NS(=O)(=O)c2ccccc2)cc1	2%
c1ccc(Nc2nnc(CSc3nc4ccccc4s3)s2)cc1	21%
CC(=O)Nc1ccc(NC(=O)Nc2cccc(Cl)c2)cc1	0%
CCOC(=O)c1c(-c2ccc(Cl)cc2)csc1NC(=O)c1ccccc1OC	3%
COc1ccc(C2CC(C)(c3ccc(OC)cc3OC)Nc3ccccc3N2)c(OC)c1 (centres undefined)	2%
CCC1=NN2C(=N)/C(=C\c3cn(Cc4ccc(Cl)cc4)c4ccccc34)C(=O)N=C2S1	17%
O=C(CCc1ccc(Oc2cc([N+](=O)[O-])cc([N+](=O)[O-])c2)cc1)NCCN1CCOCC1	1%
CC12C(=O)C(C)(C(c3ccccc3)=C1c1ccccc1)C1C(=O)N(c3ccccc3Cl)C(=O)C12 (centres undefined)	14%
COc1ccc(Cl)cc1S(=O)(=O)n1cnc2ccccc21	39%
Cc1cc(OCC(=O)NC2CC(C)(C)NC(C)(C)C2)ccc1Br	16%
Cc1ccccc1C(=O)Nc1ccc2nc(SCC(=O)Nc3ccc(F)cc3)sc2c1	11%
CC1=C(C#N)C(c2ccc(Cl)cc2)C2=C(CC(C)(C)CC2=O)N1 (centres undefined)	6%
COc1cc(C(=O)N2CCN(C3CCN(Cc4ccccc4)CC3)CC2)cc(OC)c1OC	0%
COc1cc(CN2CCN(Cc3ccc([N+](=O)[O-])cc3)CC2)cc(OC)c1OC	12%
O=C(Nc1sc2c(c1C(=O)Nc1ccc(Cl)cc1)CCC2)c1ccc([N+](=O)[O-])cc1	16%
Cc1ccccc1-n1c(O)c(C=C2C=CC=N2)c(=O)[nH]c1=S	10µM*
Cc1cc(C)nc(Nc2nc(=O)c3ccccc3s2)n1	2%
O=C1c2c(Cl)c(Cl)c(Cl)c(Cl)c2C(=O)N1c1ccc(Sc2ccc([N+](=O)[O-])cc2)cc1	22%
CCSc1nc2sc3c(c2c(=O)n1Cc1ccccc1)CCc1ccccc1-3	13%
Cc1ccnc(NC(=O)c2sc3cc(Cl)ccc3c2Cl)c1	16%
COc1ccc(S(=O)(=O)Nc2ccc(F)c([N+](=O)[O-])c2)cc1	0%
O=C(c1cc2ccccc2oc1=O)N(Cc1ccccc1)c1cccc([N+](=O)[O-])c1	12%
CC(=O)Nc1ccc(N2CCN(C(C)=O)CC2)cc1	3%
CC1=C(C(=O)OC2CCCCC2)C(c2cccc(F)c2)C2=C(CC(C)(C)CC2=O)N1 (centres undefined)	2%
Cc1cc(C)n(C(=O)c2ccc(F)cc2)n1	3%
Cc1ccc(N2C(=O)/C(=C/c3ccc(Oc4ccc([N+](=O)[O-])cn4)cc3)C(=O)NC2=S)cc1	7%
CCC(C(=O)N1CCN(c2ccc(F)cc2)CC1)c1ccccc1 (centres undefined)	0%
CC1=C(C(=O)OC(C)C)Sc2ccccc2N1	4%
Cc1nc(N)sc1-c1csc(Nc2ccccn2)n1	15%
COc1ccc(Br)cc1C(=O)Nc1cc(Cl)cc(Cl)c1	4%
COc1ccc(/C=C2/SC(=O)N(CC(=O)Nc3nccs3)C2=O)cc1	7%
Cc1cccc(/C=N\NC(=O)c2ccc(Br)cc2)c1O	14%
CCN(CC)C(=O)c1sc(NC(=O)c2cc(Cl)ccc2Cl)c(C#N)c1C	3%
COc1ccc(C(=O)COC(=O)CN2C(=O)C3C4C=CC(C5CC45)C3C2=O)cc1 (centres undefined)	4%
COc1cc2c(-c3ccc(N(C)C)cc3)nc3c(c(-c4ccccc4)nn3-c3ccccc3)c2cc1OC	43%
CC(O)CNc1ccc([N+](=O)[O-])c(Sc2nc3ccccc3[nH]2)c1 (centres undefined)	15%
Cc1ccc(-c2nc3cc(NC(=O)Cc4ccccc4)ccc3o2)cc1	12%
COc1cc(C(=S)N2CCOCC2)ccc1OC(=O)c1ccccc1[N+](=O)[O-]	2%

Continuation.
SMILES	RNase H inhibition
CCOc1cc(C2C(C(=O)OCCOc3ccccc3)=C(C)NC3=C2C(=O)CC(c2ccc(OC)cc2)C3)cc(Cl)c1O (centres undefined)	22%
CC(=O)C1=C(C)NC(=O)NC1c1cc(Br)ccc1O (centres undefined)	0%
COCCCN1C(=O)C(=Cc2c(NCCc3ccccc3)nc3c(C)cccn3c2=O)SC1=S	0%
COc1ccc2oc(=O)c(-c3cnc(Nc4ccccc4C)s3)cc2c1	7%
O=C(NCc1ccco1)c1ccc(-c2ccccc2)cc1	9%
CC1(C(=O)O)CCC(C(=O)NNC(=O)c2cccc(O)c2)C1(C)C (centres undefined)	5%
N#Cc1c(NCc2ccccc2)cc[nH]c1=S	0%
O=C(COc1ccc(Cl)cc1)N1CCN(c2cccc(Cl)c2)CC1	7%
S=c1[nH]c2ccccc2n1CCOc1ccc(Cl)cc1	39%
O=C(C1CN(S(=O)(=O)c2ccccc2)CCN1S(=O)(=O)c1ccccc1)N1CCCCCC1 (centres undefined)	31%
O=C(Nc1ccc(I)cc1)c1ccc2nccnc2c1	9%

Looked up by structure from above, 4 records:
SMILES	RNase H inhibition
O=C(C1CN(S(=O)(=O)c2ccccc2)CCN1S(=O)(=O)c1ccccc1)N1CCCCCC1 (centres undefined)	31%
CCOc1cc(C2C(C(=O)OCCOc3ccccc3)=C(C)NC3=C2C(=O)CC(c2ccc(OC)cc2)C3)cc(Cl)c1O (centres undefined)	22%
COc1ccc2oc(=O)c(-c3cnc(Nc4ccccc4C)s3)cc2c1	7%
CC(=O)C1=C(C)NC(=O)NC1c1cc(Br)ccc1O (centres undefined)	0%

Filtered by structure, the compounds so far with a tert-butyl group
SMILES	RNase H inhibition
CC(C)(C)CC(=O)Nc1cccc(F)c1	9%
CCc1nc2ccccc2n1Cc1ccc(C(C)(C)C)cc1	14%

Screens: PubChem BioAssay, MTDP
